EP2 modulator: EP2 receptor modulators, cAMP readout, primary screen, cell-based, HTRF cAMP, PGE2 stimulation; 260,000 tested, 0.83% active; induction, % at 25 µM; EP2-expressing cells, cAMP HTRF FRET, PGE2 co-stimulation;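 active = compounds whose cAMP rise, as percent of the full-agonist control response, exceeds 60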;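 note: rat C6 glioma line stably carrying human EP2 under a CMV promoter; the protocol text gives 20 µM as final concentration; 100% = response of wells given 1 µM PGE2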
Target sequence (P43116 whole entry, looked up): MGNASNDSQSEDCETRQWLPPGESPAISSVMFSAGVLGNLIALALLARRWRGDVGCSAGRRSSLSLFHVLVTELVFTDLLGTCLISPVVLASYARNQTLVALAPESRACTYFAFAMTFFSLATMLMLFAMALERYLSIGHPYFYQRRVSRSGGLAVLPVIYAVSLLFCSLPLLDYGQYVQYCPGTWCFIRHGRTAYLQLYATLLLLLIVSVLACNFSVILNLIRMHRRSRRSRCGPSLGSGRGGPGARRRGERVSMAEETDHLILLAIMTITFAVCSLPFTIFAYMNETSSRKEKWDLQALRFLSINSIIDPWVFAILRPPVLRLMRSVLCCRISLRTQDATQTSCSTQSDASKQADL
PGE2 EP2 inh: human EP2 receptor antagonists, primary screen, TR-FRET cAMP, C6 glioma cells. Prostaglandin E2 receptor EP2 subtype (Homo sapiens), P43116. 260,000 tested, 0.52% active. C6 glioma cells expressing human EP2; cells stimulated with saturating PGE2. inhibition, % at 25 µM;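 active = percent inhibition above 40 after rounding to a whole number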;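 note: rat C6 glioma host cells with rolipram phosphodiesterase inhibitor present; the protocol text gives 20 µM as final concentration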
The depositor's hits bear a star. Some of the compounds tested, so the mix of outcomes need not match the whole.

SMILES | EP2 modulator | PGE2 EP2 inh
Cc1ccc2nc(SCC(=O)NCc3ccc4c(c3)OCO4)c(C#N)cc2c1 | -5 | 10
O=C(NCc1ccncc1)C1CCN(S(=O)(=O)c2ccc(F)cc2)CC1 | -27 | 8
COc1ccc(N2CC(C(=O)Nc3cccc(F)c3)CC2=O)cc1 (centres undefined) | -27 | 3
CC(=O)NC1(c2ccccc2F)CCN(Cc2cccc(Oc3ncccn3)c2)CC1 | -28 | 4
CCCC(c1nnnn1CC1CCCO1)N(Cc1cc2cc(C)ccc2[nH]c1=O)CC1CCCO1 (centres undefined) | 23 | 15
CC1c2ccsc2CCN1Cc1ccc(Oc2ncccn2)cc1 (centres undefined) | -42 | 1
CCOc1ccc(NC(=O)N2CCC(n3cnc4cc(F)ccc43)CC2)cc1 | 21 | 3
Cc1nnc(NC(=O)CSc2nc3c(c(=O)n(C)c(=O)n3C)n2Cc2ccccc2)s1 | 3 | 13
COCCCNC(=O)c1c(NC(=O)c2ccc(C)cc2)sc2c1CCCC2 | 33 | 12
CCC(=O)N1CC2(C(C)C)CN(C(=O)CC)CC(C(C)C)(C1)C2=O | 4 | 12
Cc1ccc(NCc2nnc(SCC(=O)Nc3cccc(O)c3)n2Cc2ccco2)c(C)c1 | 11 | 3
Cc1ccc(-c2cc(N)c(=O)n(CC(=O)N3CCCC3)n2)o1 | -51 | 8
C=CCc1cc(CN2CCC(NC(C)=O)(c3ccc(F)cc3)CC2)cc(OC)c1O | -1 | 11
COc1ccc2[nH]c3nc(SCC(=O)NC(C)C)nnc3c2c1 | 4 | 8
CC(C)c1ccc(Cn2c(C(C)O)nc3ccccc32)cc1 (centres undefined) | -3 | 2
O=C(NC1CCCC1)C(c1ccccc1)N(Cc1cccs1)C(=O)c1ccco1 (centres undefined) | 12 | 13
CCc1ccc(N(CC(=O)N2CCCCC2)S(C)(=O)=O)cc1 | -3 | 8
Cc1cc2cc(CN(C3CCCC3)S(=O)(=O)c3ccccc3Cl)c(=O)[nH]c2cc1C | -4 | 8
Cc1nc2c(c(=O)[nH]1)CN(C(=O)Cn1c3ccccc3c(=O)c3ccccc31)CC2 | 2 | 9
CC(C)(C)NC(=O)C(c1ccccn1)N(C(=O)c1csnn1)C1CC1 (centres undefined) | 11 | 11
COC(=O)c1cccc(NC(=O)CSc2nc3c(c(=O)n(C)c(=O)n3C)n2C)c1 | 6 | 5
COc1cc(O)c(C(C)=O)c(OC)c1 | 23 | 12
CCOC(=O)Cn1ncc2c3sc(C)cc3n(C)c2c1=O | -22 | 5
COc1ccc(-c2cc(C(F)F)n3ncc(C(=O)N4CCCCC4C)c3n2)cc1 (centres undefined) | -84 | 16
CCc1c(C)nc2ncnn2c1N1CCCC(C(=O)Nc2ccc(Br)cc2)C1 (centres undefined) | -49 | 11
Cc1cc(C)c(NC(=O)C[C@H](CC(=O)O)c2cccc3ccccc23)c(C(=O)N2CCC3(CCCC3)CC2)c1 | 20 | 14
O=C(c1sc2ccccc2c1Cl)N(Cc1cc2cc3c(cc2[nH]c1=O)OCO3)CC1CCCO1 (centres undefined) | 23 | 9
CC(=O)Nc1ccc(N(CC(=O)NC2CCCC2)C(=O)c2ccc(C)s2)cc1 | -2 | 14
COc1ccc2c(c1)OC1(CCN(CC(O)c3ccc(C)cc3)CC1)CC2O (centres undefined) | -7 | 7
Cc1cc(Sc2ccccc2)n2nnnc2n1 | 9 | 12

The last 5 compounds of the section before come first, to join the parts:
SMILES | EP2 modulator | PGE2 EP2 inh
Cc1cc(C)c(NC(=O)C[C@H](CC(=O)O)c2cccc3ccccc23)c(C(=O)N2CCC3(CCCC3)CC2)c1 | 20 | 14
O=C(c1sc2ccccc2c1Cl)N(Cc1cc2cc3c(cc2[nH]c1=O)OCO3)CC1CCCO1 (centres undefined) | 23 | 9
CC(=O)Nc1ccc(N(CC(=O)NC2CCCC2)C(=O)c2ccc(C)s2)cc1 | -2 | 14
COc1ccc2c(c1)OC1(CCN(CC(O)c3ccc(C)cc3)CC1)CC2O (centres undefined) | -7 | 7
Cc1cc(Sc2ccccc2)n2nnnc2n1 | 9 | 12
Cc1ccc(N2CC(C(=O)NC3CCCC3)CC2=O)cc1 (centres undefined) | -30 | 50*
CCN1CCCC1CN(Cc1ccccn1)Cc1cncn1CC (centres undefined) | -4 | 4
COc1ccc(OC)c(NC(=O)Cn2c(=O)n(C(C)C)c3ncccc32)c1 | -30 | 5
Cc1ccc(C)c(NC(=O)C(=O)NCCN2CCOCC2)c1 | -15 | 12
CCn1c(SCC(=O)Nc2cc(N)ccc2C)nnc1-c1ccc(O)cc1 | -37 | 4
C[C@@H](Cn1nnc2ccccc21)NC(=O)c1cccc(N2CCCCS2(=O)=O)c1 | -12 | 7
COC(=O)c1c(NC(C)=O)sc(C(=O)Nc2cccc(Cl)c2C)c1C | 14 | 12
CCn1c(COc2ccc(Br)cc2)nnc1SCC(=O)Nc1c(C)cc(C)cc1C | 45 | 25
CC(=O)Nc1ccc2nc(NC(=O)COc3ccc(C)c(C)c3)sc2c1 | -72 | 3
CCc1ccc2[nH]c(=O)c(C(c3nnnn3C(C)(C)CC)N3CCCCCC3)cc2c1 (centres undefined) | 27 | 7
Cc1ccc(C(C)n2cc(C(=O)NCCCN3CCC(C)CC3)nn2)cc1 (centres undefined) | -9 | 4
CCc1cccc(CC)c1NC(=O)CSc1nnc(C2CC2)n1C | 1 | 6
CCn1c(SCC(=O)Nc2cccc(NC(=O)c3ccc(F)cc3)c2)nnc1-c1ccncc1 | -6 | 11
COc1ccc(Cn2c(=O)c(=O)oc3ccccc32)cc1OC | 36 | 13
O=C(NCc1cccnc1)Nc1cccc2ccccc12 | -22 | 12
Cn1c(=O)c2c(nc(N3CCCC3)n2Cc2ccc(Cl)cc2)n(C)c1=O | 10 | 8
CCCNc1nc(NCCO)nc(OC)n1 | 24 | 12
C=C1C(=O)O[C@@H]2C3OC3(C)CC/C=C(\C)CC[C@@H]12 (some centres undefined) | -15 | 9
O=C(Nc1ccc(S(=O)(=O)Nc2ccccn2)cc1)c1ccc(Cl)cc1 | -4 | 9
Cc1cc(NC(=O)COc2ccc(Cl)cc2Cl)ccc1NC(=O)c1ccco1 | 23 | 4
COC(=O)c1c(NC(=O)c2ccc3c(c2)OCO3)sc(C(=O)Nc2ccc(Cl)cc2)c1C | 17 | 21
CCN1c2ncccc2C(=O)NC12CCN(C(=O)c1ccccn1)CC2 | -23 | 6
CCC(=O)c1cn(CC(=O)Nc2ccccc2Cl)c2ccccc12 | -32 | 10
Cc1cc2cc3c(cc2n2c(SCC(=O)Nc4sc5c(c4C#N)CCCC5)nnc12)OCCO3 | 5 | 17
CC1Cc2ccccc2N1C(=O)CSc1ncnc2c1cnn2-c1ccccc1 (centres undefined) | -52 | 8
COc1ccc(OCc2nnc(SCC(=O)c3ccc(F)cc3)o2)cc1 | -25 | 8
CCc1n(CC(O)COc2ccccc2)c2ccccc2[n+]1C (centres undefined) | -41 | 9
O=C(NCCCc1ccccc1)c1c(O)c2ccccc2[nH]c1=O | -28 | 9
Cn1c(SCC(=O)NC(C)(C)C)nc2cccnc21 | 0 | 19
CCOc1ccc(-n2nnnc2SCC(=O)N2CCC(Cc3ccccc3)CC2)cc1 | -12 | 6

2 entries from above, in CSV form.
structure,EP2 modulator,PGE2 EP2 inh
CCOc1ccc(-n2nnnc2SCC(=O)N2CCC(Cc3ccccc3)CC2)cc1,-12,6
Cc1cc(NC(=O)COc2ccc(Cl)cc2Cl)ccc1NC(=O)c1ccco1,23,4

Following part
SMILES | EP2 modulator | PGE2 EP2 inh
CC(C)(C)OC(=O)N1CCC[C@@H](CNC(=O)c2cccs2)C1 | -42 | 5
COc1ccc(NC(=O)C2CCCN(S(=O)(=O)c3ccc(OC)c(Cl)c3)C2)cc1 (centres undefined) | -70 | 6
Cc1nn(C)cc1S(=O)(=O)NCC(c1ccccc1)N1CCCCCC1 (centres undefined) | -27 | 4
CCOC(=O)C1CCN(C(=O)CN(c2ccc(C)c(C)c2)S(C)(=O)=O)CC1 | 1 | 11
CCCn1cnc2scc(-c3ccc(CC)cc3)c2c1=O | 53 | 9
COc1ccc(C)cc1N(CC(=O)NC1CCCC1)C(=O)Cn1nnc(-c2ccc(F)cc2)n1 | 17 | 15
O=c1cc(O)c2sc(NCc3ccccc3)nc2[nH]1 | 3 | 13
CCOC(=O)C(C)Oc1cc2oc(=O)cc(CC)c2cc1Cl (centres undefined) | -32 | 12
CCS(=O)(=O)N1CCN(Cc2ccc(OC)c(Br)c2)CC1 | -20 | 9
Cc1ccc(O)c(NC(=O)c2cc(-c3ccccc3Cl)on2)c1 | -14 | 20
Cc1ccc(NC=C2C(=O)OC(C)(C)OC2=O)cc1Cl | -65 | 10
OC1(c2ccccc2F)CCN(Cc2cnc(N3CCCCC3)nc2)CC1 | -49 | 5
Cc1cc(C)nc(N2CC=C[C@@H]2C(=O)NCc2ccc3c(c2)OCO3)n1 | -23 | 6
O=C(c1cccnc1Nc1ccc(Oc2ccccc2)cc1)N1CCCC1 | -18 | 6
CCOc1ccc(N2CC(C(=O)OCC(=O)Nc3ccccc3F)CC2=O)cc1 (centres undefined) | -72 | 12
CCc1ccccc1NC(=O)Cn1cnc2sc(C)c(C)c2c1=O | 5 | 17
CCOc1ccc(C(=O)C[N+]2=C(C)c3ccc(C)n3CC2)cc1 | -58 | 11
COc1ccccc1NC(=O)CSc1nnc(-c2cccc(C)c2)o1 | -48 | 7
COc1ccc(C2C(C#N)=C(N)OC3=C2C(=O)CCC3)cc1Cl (centres undefined) | 24 | 5
Cc1ccc(C2(NCc3ccnn3C3CCCCO3)CC2)cc1 (centres undefined) | -19 | 5
Cc1cccc(NC(=O)CSc2nc3c(cc2C#N)CCC3)c1 | 27 | 12
O=C(CSc1nc(-c2cccs2)cc(C(F)(F)F)n1)NCCc1ccccc1 | -119 | 14
OC(CN1CCC(O)(c2ccccc2F)CC1)c1ccc2c(c1)CCC2 (centres undefined) | -86 | 9
O=C(CSc1nc(-c2ccco2)cc(C(F)(F)F)n1)Nc1ccccc1Cl | -98 | 16
CC(=O)Nc1ccc(/C=C2/SC(=O)NC2=O)cc1 | -1 | 8
Cc1ccc(-n2c(SCC(=O)NC3CCCC3)nnc2-c2cccnc2)cc1 | -15 | 16
COc1c(Cl)cc(C(=O)Nc2cccc(C)n2)cc1Cl | -26 | 10
CCn1c(=O)c(C(=O)NC)c(O)c2ccccc21 | 29 | 11
Cc1cc2cc(CN(Cc3ccco3)Cc3nnnn3C3CCCC3)c(=O)[nH]c2cc1C | 43 | 7
CCN(CC)C(=O)CSc1nnc(-c2ccoc2C)n1-c1ccc(C)cc1 | 3 | 14

Arranged by the number under EP2 modulator (ascending): 5 from the list above
SMILES,EP2 modulator
O=C(CSc1nc(-c2ccco2)cc(C(F)(F)F)n1)Nc1ccccc1Cl,-98
COc1ccccc1NC(=O)CSc1nnc(-c2cccc(C)c2)o1,-48
CCN(CC)C(=O)CSc1nnc(-c2ccoc2C)n1-c1ccc(C)cc1,3
COc1ccc(C2C(C#N)=C(N)OC3=C2C(=O)CCC3)cc1Cl (centres undefined),24
CCn1c(=O)c(C(=O)NC)c(O)c2ccccc21,29

Next part
SMILES | EP2 modulator | PGE2 EP2 inh
Cc1ccc2cc(CN(CCCO)S(=O)(=O)c3ccccc3F)c(=O)[nH]c2c1C | 1 | 7
OC[C@@H](O)[C@@H](O)[C@@H](O)[C@@H](O)c1nc2ccc(Cl)cc2[nH]1 | 17 | 11
CCCNS(=O)(=O)c1ccc(CCC(=O)N2CCCCCC2)cc1 | -2 | 19
Cc1ccc(-n2c(SCC(N)=O)nnc2-c2cccnc2)cc1 | -6 | 9
CCC(=O)N(Cc1ccc(F)cc1)Cc1cc2cc(C)c(C)cc2n2nnnc12 | 14 | 17
Cc1ccc(CNc2cc(C)nc3ncnn23)cc1 | -77 | 8
C=C1C2CC[C@@]3(C)[C@H](c4ccoc4)OC(=O)C[C@]13O[C@H]1CC(O)C(C)(C)C(CC(=O)OC)[C@@]21C (some centres undefined) | -2 | 12
COCCn1nnnc1C(c1ccc(O)cc1)N1CCN(c2nc3ccccc3s2)CC1 (centres undefined) | -4 | 12
Cc1cc(C)cc(NC(=S)N2CCC(NC(=O)C(C)(C)C)CC2)c1 | -6 | 10
CCOC(=O)c1cccc(S(=O)(=O)N(Cc2ccco2)Cc2cc3ccc(OC)cc3[nH]c2=O)c1 | -33 | 15
O=C(C1=C(O)C(=O)N(c2nc3ccc(Cl)cc3s2)C1c1ccco1)c1ccco1 (centres undefined) | 15 | 22
CN1CCN(CC(=O)N2N=C(c3ccccc3)CC2c2nc3ccccc3[nH]2)CC1 (centres undefined) | -35 | 14
O=C(CN1C(=O)[C@H]2CCCN2C(=O)c2ccccc21)NCC1CCCCC1 | -17 | 8
O=C(NC1CCCCCC1)C1CCN(C(=O)c2ccc(Cl)cc2Cl)CC1 | -42 | 13
COCCCNC(=O)C(=O)NCCN1CCOCC1 | 0 | 8
Cc1ccc(CN(Cc2cc3cc4c(cc3[nH]c2=O)OCCO4)Cc2nnnn2C2CCCC2)cc1 | 2 | 14
COc1ccc(NC(=O)CNCc2ccco2)c(OC)c1 | 21 | 19
CCN1CCCC1CN(Cc1cc2cccc(C)c2[nH]c1=O)C(=O)Nc1cccc(Cl)c1 (centres undefined) | -34 | 25
Cc1cccn2c(=O)c(/C=C3\SC(=S)NC3=O)c(N3CCN(C)CC3)nc12 | 25 | 10
Cc1[nH]c2ccc(-c3nnc(SCCC#N)n3C)cc2c1C | -81 | 10
CCOC(=O)C(C)(C)Sc1nnc(COc2ccc(Br)cc2)n1C | -19 | 4
Cc1cccc(OCC(=O)Nc2ccccc2N2CCOCC2)c1 | 30 | 10
Cc1occc1-c1nnc(SCC(=O)NC2CCCC2)n1Cc1ccco1 | 9 | 10
CCn1c(SCC(=O)O)nnc1-c1ccco1 | -14 | 9
Cc1c(C(=O)CN2CCN(c3ncccn3)CC2)c2ccccc2n1C | -37 | 5

Compound activity deposited in PubChem by Emory University Molecular Libraries Screening Center.
